High-throughput results as filed in PubChem BioAssay.
Giardia FBPA inh – qHTS Assay for Inhibitors of Fructose-1,6-bisphosphate Aldolase from Giardia Lamblia. 290,000 compounds, 0.71% hits. Potency, µM (titrated, usually from 59.6 µM), inactives show top-dose activity, negative = inhibition, usual class: inhibitors. purified Giardia FBPA. AID 2451, 2010. A8B2U2; further: potency means the concentration at half of the fitted maximal effect; nearly all actives have a fitted effect of over 55% in size
Target sequence (A8B2U2 whole entry, looked up): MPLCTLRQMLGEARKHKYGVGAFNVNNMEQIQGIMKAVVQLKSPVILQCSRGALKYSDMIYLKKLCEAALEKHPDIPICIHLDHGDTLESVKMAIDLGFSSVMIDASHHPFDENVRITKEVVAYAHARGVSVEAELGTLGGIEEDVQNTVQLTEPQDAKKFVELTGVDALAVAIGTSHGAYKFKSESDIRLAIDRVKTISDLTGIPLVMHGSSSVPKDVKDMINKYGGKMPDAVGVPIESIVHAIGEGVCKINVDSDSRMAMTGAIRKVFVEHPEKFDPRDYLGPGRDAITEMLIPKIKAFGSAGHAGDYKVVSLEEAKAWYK
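40 nM FBPA preincubated 10 min at RT with compound (up to 57.5 uM final), then substrate plus GAPDH/TPI/NAD/arsenate coupling and diaphorase/resazurin added. Fluorescence read after 20 min at RT, 525/598 nm.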
AmpC no deterg – qHTS Inhibitors of AmpC Beta-Lactamase (assay without detergent); AmpC nitrocefin hydrolysis, absorbance 480 nm, 0.0001% Triton; Potency, µM (top dose mostly 57.1 µM), without a hit: top-dose activity change, negative = inhibition, most hits filed as inhibitors; 330,000 compounds, 0.52% hits; AID 485341, 2010;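 further: potency means the concentration at half of the fitted maximal effect; plate controls were no compound for no effect and no enzyme for full effect; nearly all actives have a fitted effect of over 20% in size; some results filed as inactive show a strong effect at the top dose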
Target sequence (P00811 whole entry, looked up): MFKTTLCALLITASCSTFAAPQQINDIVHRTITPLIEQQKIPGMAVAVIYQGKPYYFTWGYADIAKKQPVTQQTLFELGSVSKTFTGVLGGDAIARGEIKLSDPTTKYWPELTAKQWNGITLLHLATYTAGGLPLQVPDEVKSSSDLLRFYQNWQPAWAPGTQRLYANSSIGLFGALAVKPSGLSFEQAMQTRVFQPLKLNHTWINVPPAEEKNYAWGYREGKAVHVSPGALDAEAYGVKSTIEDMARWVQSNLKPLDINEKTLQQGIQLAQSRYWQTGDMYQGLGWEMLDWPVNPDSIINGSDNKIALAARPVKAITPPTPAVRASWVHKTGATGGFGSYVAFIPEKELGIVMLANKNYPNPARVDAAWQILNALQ
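20 mM phosphate pH 7.0 + 0.01% (detergent screen) or 0.0001% Triton X-100; 5.3 nM AmpC reagent; cpd preinc 15 min RT; nitrocefin (800 uM stock) to start; A480 q20 s × 4 min; Activity was normalised to no-enzyme and no-compound control wells.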
HCV inh – qHTS Assay for Inhibitors of Hepatitis C Virus (HCV); Huh7.5.1 HCVcc-Cre infection, luciferase reporter, 44 h; Potency, µM (top dose mostly 41.8 µM), for inactives: top-dose activity change, negative = inhibition, usual class: inhibitors; 340,000 compounds, 3.4% hits; AID 651820, 2012; further: potency means the concentration at half of the fitted maximal effect
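Whole-lifecycle infectious HCVcc-Cre system; cells 1,000/well, compound then virus (~0.5 moi) added 4 h after plating, 44 h culture. Luciferase read 15 sec following 15 min substrate incubation, room temp.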
AmpC detergent – qHTS Inhibitors of AmpC Beta-Lactamase (assay with detergent) | Potency, µM (highest dose often 114 µM), for inactives: at the top dose activity change, negative = inhibition, hits mostly inhibitors | AmpC hydrolysis of nitrocefin, absorbance 480 nm, 0.01% Triton | 370,000 compounds, 0.041% hits | P00811;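 further: potency means the concentration at half of the fitted maximal effect; 0% = no-compound wells and -100% = no-enzyme wells; nearly all actives have a fitted effect of over 25% in size; some results filed as inactive show a strong effect at the top dose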
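AmpC (5.3 nM in the dispensed reagent) in 20 mM phosphate pH 7.0 with 0.01% (detergent screen) or 0.0001% Triton X-100 was preincubated with compounds for 15 min at room temperature. Nitrocefin was then added from an 800 uM solution, and hydrolysis was followed at 480 nm.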
Sm TGR block – qHTS Assay for the Inhibitors of Schistosoma Mansoni Peroxiredoxins | purified TGR, DTNB reduction, TNB absorbance 405 nm | Potency, µM (titrated, usually from 114 µM), inactives show at the top dose activity change, negative = inhibition, most hits filed as inhibitors | 360,000 compounds, 3% hits | AID 485364, 2010; further: potency means the concentration at half of the fitted maximal effect; nearly all actives have a fitted effect of over 60% in size
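Kinetic colorimetric format: TGR-catalysed, NADPH-driven DTNB reduction monitored via TNB absorbance. Enzyme dispensed at 20 nM; compound exposure 15 min at room temperature before reaction start.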
HCMV antiviral – qHTS Assay for inhibitors of the human cytomegalovirus (HCMV) | 410,000 compounds, 4.5% hits | HFF cells, HCMV-luciferase reporter, 72 h; stronger effect = lower value | AID 1259415, 2018 | activity change, negative = inhibition, % at 57.5 µM; in the data active means activity change below about -60%; inconclusive means no clear call, values can overlap the other calls; inactive means above about -39%
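Screen run at 2 compound doses on HFFs infected with reporter HCMV, MOI 1 PFU/cell. Luciferase activity from cell lysates at 72 h post infection gave inhibition relative to buffer-only and Salinomycin wells.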
Starred values were filed as active, the others as inactive; ? = inconclusive; nt = no result given; & = joins results of further samples; [ ] = another dose, or the depositor's remark. Unless noted, the call rests on the fitted dose curve; in most records, active means well fitted curve in the direction sought with a large enough effect; inconclusive means small, poorly fitted or top-dose-only effect, or another doubt; inactive means no such curve, though single readings can be large; an effect the other way counts as inactive or inconclusive. Unless noted, on the % scale 0 is the no-effect control and ±100 the full control effect.

SMILES | Giardia FBPA inh | AmpC no deterg | HCV inh | AmpC detergent | Sm TGR block | HCMV antiviral
COc1cccc(/C=C/C(=O)Nc2ccc(N3CCOCC3)cc2)c1OC | -4.0% | -16.4% | -17.4% | 7.2% | 18.3% | 1.9
CN1CCN(CC(O)COc2ccc(OCC(O)CN3CCN(C)CC3)cc2)CC1 (configuration not stated) | 0.0% | -3.8% | -7.1% | 0.2% | -2.0% | 48.3
O=C(CSc1nc2c([nH]c3ccccc32)c(=O)n1-c1ccc(F)cc1)NCc1ccco1 | 6.9% | 22.4µM* | ? | 7.0%&2.1% | -4.9%&-15.4% | -14.8&-16.2
Cc1cc(C)nc(NS(=O)(=O)c2ccc(NC(=O)c3ccccc3[N+](=O)[O-])cc2)n1 | ? | -16.6% | 11.6% | -17.9% | 12.5% | 50.1
COc1cc(N/N=C/c2ccccc2O)ncn1 | -9.8% | -24.5% | ? | -14.3% | -0.3% | -103.3*
CCOc1cc(C2C3=C(CC(C)(C)CC3=O)OC3=C2C(=O)CC(C)(C)C3)cc([N+](=O)[O-])c1O | 0.1% | 26.9% | 19.0% | -10.2% | -1.7% | -3.8
CC1Cc2ccccc2N1C(=O)c1ccc(N2CCCCC2)c([N+](=O)[O-])c1 (configuration not stated) | 0.9% | -4.4% | -16.8% | -1.0% | 0.9% | -35.1
CN(c1cccc(NC(=O)COc2ccccc2)c1)S(C)(=O)=O | -2.8% | 0.3% | 4.0% | ? | -2.8% | 35.8
O=C(O)CC(Cc1ccc(Br)cc1)C(=O)O (configuration not stated) | 15.5% | -15.0% | 23.4% | -1.7% | 4.2% | 23.2
O=C(CCc1nc2ccccc2s1)Nc1cccnc1 | -9.8% | -14.1% | -13.7% | -11.6% | 3.7% | 12.4
Cc1ccc(C2c3c(-c4cc(C)ccc4O)n[nH]c3C(=O)N2Cc2ccco2)cc1 (configuration not stated) | nt | nt | nt | -6.0% | -9.3% | -33.1
CC[n+]1c(/C=C2\C=C(C)CC(C)(C)C2)sc2ccccc21 | -26.8% | 16.1% | 6.31µM* | -8.2% | 14.1µM* | -18.5
COc1ccc2c(=O)cc(-c3ccccc3F)oc2c1 | 6.7% | -9.3% | ? | -4.5% | -8.4% | 40.5
CCOC(=O)C1=C(C)OC(N)=C(C#N)C1c1ccc(O)c(OC)c1 (configuration not stated) | -2.4% | -15.1% | 1.6% | -14.6% | -15.3% | -14.7
COc1ccc(C(=O)C2CCCN(Cc3cccn3-c3nccs3)C2)cc1OC (configuration not stated) | 3.4% | -0.6% | ? | -1.3% | -2.3% | -19.4
COc1ccc(S(=O)(=O)N2CCC(C(=O)NCc3cccnc3)CC2)cc1OC | -1.3% | -1.8% | 10.5% | 5.6% | 8.3% | -12.1
CCc1cc(CNC(=O)c2cc(COc3ccc(C)nc3)on2)on1 | nt | -9.5% | 4.2% | 8.7% | -29.5% | 43.8
Cc1cc(Nc2ccccc2Cl)n2nnnc2n1 | -2.7% | -9.2% | 16.1% | -1.2% | -32.3% | 13.7
NC(=O)C1CCN(C(=O)CN2CCc3ccccc32)CC1 | -16.5% | 101.1%[activator] | 1.3% | 3.8% | ? | 23.6
C=CCn1c(SCC(=O)NCc2cccs2)nnc1C1CCCCC1 | 1.3% | 1.8% | -7.7% | -11.7% | 5.7% | 2.6

An excerpt from above in order of heavy-atom count, smallest number first:
SMILES | Giardia FBPA inh | AmpC no deterg | HCV inh | AmpC detergent | Sm TGR block | HCMV antiviral
O=C(O)CC(Cc1ccc(Br)cc1)C(=O)O (configuration not stated) | 15.5% | -15.0% | 23.4% | -1.7% | 4.2% | 23.2
COc1cc(N/N=C/c2ccccc2O)ncn1 | -9.8% | -24.5% | ? | -14.3% | -0.3% | -103.3*
NC(=O)C1CCN(C(=O)CN2CCc3ccccc32)CC1 | -16.5% | 101.1%[activator] | 1.3% | 3.8% | ? | 23.6
COc1cccc(/C=C/C(=O)Nc2ccc(N3CCOCC3)cc2)c1OC | -4.0% | -16.4% | -17.4% | 7.2% | 18.3% | 1.9
COc1ccc(C(=O)C2CCCN(Cc3cccn3-c3nccs3)C2)cc1OC (configuration not stated) | 3.4% | -0.6% | ? | -1.3% | -2.3% | -19.4

Later entries
SMILES | Giardia FBPA inh | AmpC no deterg | HCV inh | AmpC detergent | Sm TGR block | HCMV antiviral
O=C(CC1SC(N2CCCC2)=NC1=O)Nc1ccc(C(=O)NCc2ccc(F)cc2)cc1 (configuration not stated) | nt | -15.0% | -5.6% | -5.2% | -15.2% | -5.0
CC(NC(=O)[C@H](NC(=O)[C@@H]1Cc2ccccc2CN1)c1ccccc1)c1ccccc1 (some centres not stated) | ? | 46.3% | -59.8% | -5.2% | 1.2% | 19.7
COc1cccc(CNC(=O)N2CCN(c3ccccc3C)CC2)c1 | 0.5% | -4.4% | -22.5% | -6.7% | -5.8% | 19.3
O=C(C1CCCCC1)N(Cc1cccnc1)c1nc2c(F)cccc2s1 | nt | nt | nt | -3.5% | -0.5% | 0.0
COc1cc(SC)ccc1C(=O)Nc1ccncc1 | 1.5% | 13.2% | -15.8% | 5.4% | nt | ?
CCc1ccc2oc(-c3cc(NC(=O)C(C)C)cc(C)c3O)nc2c1 | nt | nt | nt | -0.2% | -6.7% | -9.1
COc1ccc(-n2nc3cc(C)c(NC(C)=O)cc3n2)cc1 | 7.6% | -8.6% | -21.5% | 1.8% | nt | -28.0
CC(C)n1c(SCC(N)=O)nc2c1c(=O)[nH]c(=O)n2C | -3.0% | -16.8% | 11.7% | -14.6% | 9.8%[11.4 µM] | 79.6
Cc1ccc(S(=O)(=O)N2CCCC2C(=O)NCCc2nc3ccccc3[nH]2)cc1 (configuration not stated) | 1.6% | -11.5% | ? | -3.0% | -19.5% | ?
O=C(CCC(=O)N1CCOc2ccccc21)Nc1cc(F)ccc1F | 0.8% | -14.0% | ? | -9.8% | -2.6% | -18.8
Cc1cc(C)cc(C(=O)NCC(=O)OCC(=O)N2c3ccccc3NC(=O)C2(C)C)c1 | -0.2% | -11.2% | 9.5% | -1.5% | 4.4% | 3.9
Cc1ccc(C2=NCCn3c2c2ccc(C(F)(F)F)cc2[n+]3[O-])cc1 | nt | 50.2% | ? | -10.0% | -6.1% | 19.3
Nc1cc(N)cc(C(=O)OCC(=O)Nc2cc(S(=O)(=O)N3CCCCC3)ccc2Cl)c1 | -17.2% | -15.5% | ? | -7.0% | -3.0% | 19.8
CCOC(=O)Cc1nc(-c2ccc(Cl)cc2)n[nH]1 | -6.3% | -24.5% | 3.2% | -7.2% | 13.7% | ?
Cc1cc(C(=O)CSc2nnnn2C)c(C)n1CCc1ccc(Cl)cc1 | -5.9% | -2.7% | -9.4% | -11.7% | -6.0% | 37.6
COc1ccc2c(-c3cccnc3)cc(=O)[nH]c2c1 | 0.1% | -8.9% | 17.0% | 1.8% | -1.1% | 23.8
COc1cccc(CNc2nc3c(-c4cccc(C)c4)nnn3c3ccccc23)c1 | nt | nt | nt | 10.5% | 0.9% | 63.1
Cc1ccc(CO/N=C\Cc2snc(Sc3ncc(C(F)(F)F)cc3Cl)c2C#N)cc1 | -11.0% | -51.5% | -0.3% | -13.5% | -24.8% | 39.6
CC(CCc1ccco1)NC(=O)Cn1ncc2c(=O)oc3ccccc3c21 (configuration not stated) | -0.1% | -43.5% | 3.3% | -6.8% | -7.0% | 20.7
CN(C(=O)COC(=O)C1CCN(S(=O)(=O)c2c(Cl)cccc2Cl)CC1)C1CCCCC1 | nt | 51.4% | 3.1% | -8.2% | -10.2% | -3.7
CC(C)CNC(=O)C(=O)Nc1ccc2c(c1)N(S(=O)(=O)c1cccs1)CCC2 | nt | -6.1% | ? | -15.9% | 0.7% | -29.4
CCn1c(C)nc2cc(C(=O)NNC(=S)Nc3ccccc3Cl)ccc21 | 21.8% | -24.1% | 11.4% | -5.7% | -3.5% | 91.1
C=CCn1c(Cc2cccs2)nnc1SCC(=O)NC1CC1 | nt | -1.4% | 3.4% | -3.9% | -12.0% | 7.3
Cc1c(C(=O)NCc2ccc(S(N)(=O)=O)cc2)oc2ccc(Cl)cc12 | 0.5% | 3.4%[2.29 µM] | 7.2% | 2.1% | -1.6% | -7.8
Cc1ccc(-c2nn(C)c(=O)c3ccccc23)cc1CNC(=O)NC1CCCCC1 | -24.3% | -13.3% | -16.4% | -0.3% | 3.4% | -14.9
CC(C)(CO)NS(=O)(=O)c1ccc2c(c1)Cc1cc(S(=O)(=O)NC(C)(C)CO)ccc1-2 | 12.5% | 15.6% | -6.2% | -12.8% | 4.4% | -17.0
O=C(COc1ccc(Br)cc1)NCCCN1CCCC1=O | nt | -10.1% | 16.7% | -16.8% | -8.2% | -1.3
O=C(c1cccc(S(=O)(=O)N2CCCCCC2)c1)N1CCN(c2ccccc2)CC1 | -4.6% | 97.8%[activator] | -24.1% | 3.5% | nt | -25.5
Cc1ccsc1C(=O)Nc1ccc(C(=O)O)cc1 | 6.8% | -17.6% | 13.4% | -8.0% | -6.4% | 47.8
CC1=NN(C(=O)c2nn(C)cc2Br)C(O)(C(F)(F)F)C1 (configuration not stated) | 2.5% | -15.3% | 23.9% | ? | -1.5% | 1.3
COc1ccc(C(NC(=O)c2ccco2)c2ccc(OC)c(OC)c2)cc1OC | 13.8% | 1.6% | 16.0% | ? | -11.1% | 77.1
COc1cc(OC)c(C(=O)OCC(=O)Nc2ccccc2Cl)cc1OC | 4.7% | 4.2% | -3.4% | ? | -2.7% | ?
O=C(CN1C(=O)NC2(CCCc3ccccc32)C1=O)N1CCc2ccccc2C1 (configuration not stated) | -0.4% | -11.1% | 1.9% | 3.1% | 9.8% | -18.7
COc1cccc(NC(=O)N2CCN(S(C)(=O)=O)CC2)c1 | 6.5% | -8.0% | 3.5% | 2.4% | nt | -24.3
C[n+]1cccc2c(Br)ccc([O-])c21 | 0.177µM* | 2.9% | 8.4% | -5.3% | 44.7µM* | 4.2
O=C(Nc1ccc2nn(-c3ccc(F)cc3)nc2c1)c1cccc2c(Cl)cccc12 | nt | nt | nt | -2.0% | 47.5%[activator] | 13.3
CCCCNC(=O)c1cc2nc(-c3ccccc3)cc(C(F)(F)F)n2n1 | 3.7% | -9.6% | -9.4% | -7.0% | -15.4% | -28.9
Cc1nc2ccc(S(=O)(=O)CCC(=O)Nc3ccc(Cl)cc3)cc2s1 | nt | nt | nt | 5.1% | -22.6% | 7.9
COc1ccc2c(c1OC)C(=O)OC2Nc1nc(-c2cc3cc(Br)ccc3oc2=O)cs1 (configuration not stated) | 2.2% | 31.6µM* | -5.9% | -10.6% | -25.8% | 13.4
